From PubChem
TMEM16A act = activates or potentiates the mouse TMEM16A chloride channel; Q8BHY3; HEK293 TMEM16A/YFP-H148Q/I152L, iodide quench fluorescence; active compounds read low; B-score at 10 µM; 0.3% of 340,000 active; AID 623877;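 active means fluorescence-ratio B-score plate-corrected deviation score at least 3 library SD below zero, with starting fluorescence score within 5 deviations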;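 further: channel opened by trigger with iodide after compound preincubation; score built on the fluorescence ratio of max minus min over baseline; more negative score means more quench and so TMEM16A activation or potentiation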
Target sequence (Q8BHY3 whole entry, looked up): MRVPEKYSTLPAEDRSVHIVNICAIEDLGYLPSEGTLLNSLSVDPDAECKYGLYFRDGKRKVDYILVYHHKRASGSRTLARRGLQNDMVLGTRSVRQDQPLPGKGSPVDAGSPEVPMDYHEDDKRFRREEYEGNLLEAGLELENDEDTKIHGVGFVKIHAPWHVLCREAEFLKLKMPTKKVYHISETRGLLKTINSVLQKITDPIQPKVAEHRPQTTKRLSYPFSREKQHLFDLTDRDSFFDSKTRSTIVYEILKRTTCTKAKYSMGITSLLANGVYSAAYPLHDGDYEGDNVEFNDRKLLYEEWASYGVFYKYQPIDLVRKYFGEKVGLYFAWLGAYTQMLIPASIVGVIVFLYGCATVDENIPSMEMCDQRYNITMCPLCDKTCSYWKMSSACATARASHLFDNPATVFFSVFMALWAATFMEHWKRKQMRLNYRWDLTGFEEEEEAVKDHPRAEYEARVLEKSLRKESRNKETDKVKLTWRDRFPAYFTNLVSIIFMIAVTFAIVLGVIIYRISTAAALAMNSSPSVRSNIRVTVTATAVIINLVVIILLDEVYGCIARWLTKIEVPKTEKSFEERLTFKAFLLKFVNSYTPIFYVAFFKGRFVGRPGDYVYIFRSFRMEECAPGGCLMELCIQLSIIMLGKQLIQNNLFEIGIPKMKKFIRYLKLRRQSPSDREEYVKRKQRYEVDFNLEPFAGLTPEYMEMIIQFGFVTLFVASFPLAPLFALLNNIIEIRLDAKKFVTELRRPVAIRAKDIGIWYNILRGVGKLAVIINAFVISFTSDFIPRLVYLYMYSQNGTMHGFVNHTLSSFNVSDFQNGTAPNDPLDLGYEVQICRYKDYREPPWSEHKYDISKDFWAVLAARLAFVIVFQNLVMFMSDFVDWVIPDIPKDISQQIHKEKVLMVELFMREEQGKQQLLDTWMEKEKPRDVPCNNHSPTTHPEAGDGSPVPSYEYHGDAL
TRPC6 activator = mouse TRPC6 channel activation; Q61143; 0.13% of 310,000 active; B-score at 10 µM; AID 2550; HEK293-TRPC6 membrane potential dye fluorescence; active compounds read high;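 active means B-score of the integrated fluorescence ratio above library mean plus 3 SD, and starting fluorescence ratio within library mean plus 5 SD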;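 further: higher score means more depolarization so channel activation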
TMEM16A inh = blocks the mouse calcium-activated chloride channel TMEM16A; normalized B-score (activity score, 25-100; higher = stronger inhibition) at 10 µM; 1.2% of 310,000 active; Q8BHY3; HEK293 TMEM16A/YFP iodide influx fluorescence, ionomycin;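 active means ratio plate-corrected score three or more library SD toward inhibition, starting fluorescence score within five deviations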;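 further: score derived from kinetic fluorescence span divided by baseline fluorescence per well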
MrgX1 antag = antagonists of human MrgX1 receptor. B-score at 10 µM. Q96LB2. 1.3% of 310,000 active. MRGX1-HEK293 calcium flux, Fluo-4, BAM8-22 antagonism; active compounds read low. AID 588676;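 active means calcium-response B-score plate-corrected more than 3 library SD below zero, starting fluorescence within 5 deviations, no agonist response on first addition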;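 further: peak minus trough fluorescence over baseline after final BAM8-22 challenge near maximal dose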
TRPC4 act = TRPC4 (mouse) channel activation. Q9QUQ5. HEK293 TRPC4beta/mu-opioid, Fluo4 calcium fluorescence; active compounds read high. B-score at 10 µM. 0.49% of 310,000 active. AID 2237;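 active means B-score above 5 SD of library B-scores, and initial fluorescence ratio not above library mean plus 5 SD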;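 further: positive B-score marks a calcium rise read as TRPC4 activation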
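Material: HEK293 stable line with TRPC4beta plus mu-opioid receptor; technique: Fluo4 calcium-sensitive dye fluorescence, kinetic, 1 Hz baseline; timing: Fluo4 dye loading 45 min at room temperature, 110 s recording; controls: assay buffer as low control, maximal DAMGO as high control; read-out: integrated baseline-normalised fluorescence ratio, converted to per-well B score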
TRPC6 inh = blocks the mouse TRPC6 cation channel; HEK293-TRPC6, membrane potential dye, ACh-evoked depolarization; active compounds read low; AID 2553; B-score at 10 µM; 1.1% of 310,000 active;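 active means B-score under library mean minus 3 SD, initial fluorescence not abnormally high, positive integrated signal ratio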;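 further: B-score derived from integrated fluorescence ratio over the kinetic read; more negative B-score means stronger inhibition of depolarization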
MrgX1 ag = activates human MrgX1 receptor signaling | B-score at 10 µM | AID 588627 | MrgX1-HEK293 cells, Fluo-4 calcium fluorescence, agonist mode; active compounds read high | 0.44% of 310,000 active | Q96LB2;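 active means calcium response B-score plate-corrected fluorescence ratio at least 3 library SD, with starting fluorescence B-score inside 5 SD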
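Material: MrgX1-expressing HEK293 cells / Dosing: compound as first of three additions / Incubation: overnight seeding, then 1 h dark dye loading / Signal: Fluo-4 NW calcium fluorescence / Evaluation: B-scored fluorescence response ratio / Benchmarks: positive and negative control wells on each plate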
TRPC4 block = inhibitors of mouse TRPC4 channel; AID 2247; 0.39% of 300,000 active; HEK293 TRPC4beta/mu-opioid, DAMGO-evoked Fluo4 calcium flux; active compounds read low; B-score at 10 µM;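 active means B-score over 3 SD under the library average, no early fluorescence shift, positive overall ratio signal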
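Signal: kinetic Fluo4 fluorescence imaging of calcium influx. Material: stable TRPC4beta/mu-opioid receptor HEK293 cells. Probe or stimulus: DAMGO in two steps, submaximal then maximal.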
SKKanGAS inh = SKKanGAS growth inhibition | S. pyogenes SKKanGAS, kanamycin growth, BacTiter-Glo, 6 h | inhibition, % at 7.5 µM | 1.3% of 300,000 active | AID 1662;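 active means mean replicate score, as percent of positive control median, at least 50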;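 further: strain carries kanamycin resistance gene driven by streptokinase promoter and grows in 40 µg/ml kanamycin; loss of luminescence reflects streptokinase promoter inhibition or plain growth inhibition; 0% = median of DMSO wells and 100% = positive control at its reference dose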
MrgX1 allo act = allosterically activates human MrgX1 receptor signaling. AID 588675. 0.63% of 310,000 active. MrgX1-HEK293, Fluo-4 calcium flux, FDSS; active compounds read high. B-score at 10 µM;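 active means plate-corrected calcium response at least 3 library SD above typical, normal starting fluorescence, not activating the receptor alone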;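 further: compound read alongside a low EC10 to EC30 dose of BAM8-22 agonist; peak minus trough fluorescence over baseline measured at the second addition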
TRPC4 potent = allosteric potentiators of mouse TRPC4 channel | 0.42% of 310,000 active | AID 2227 | B-score at 10 µM | Q9QUQ5 | HEK293 TRPC4beta/mu-opioid, DAMGO EC20, Fluo-4 Ca2+ flux; active compounds read high;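 active means B-score of calcium response area above 5 SD of library B-scores, with initial fluorescence ratio within 5 SD of library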;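 further: B-score of integrated fluorescence ratio over time as area under calcium response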
Numbers without * were called inactive; i = inactive; nt = no result given. Outcome played no part in choosing rows; 6.7% or so of the library scored in one or more.

SMILES | TMEM16A act | TRPC6 activator | TMEM16A inh | MrgX1 antag | TRPC4 act | TRPC6 inh | MrgX1 ag | TRPC4 block | SKKanGAS inh | MrgX1 allo act | TRPC4 potent
CC(C)CC(=O)/C(=C\c1ccc(Cl)cc1Cl)n1cncn1 | -7.1* | i | nt | nt | i | i | nt | i | -58 | nt | i
CCN(CC(=O)Nc1ccc2c(c1)OCCO2)S(=O)(=O)c1ccc(C)cc1 | i | i | i | i | i | i | i | i | -2 | i | i
CN(C)S(=O)(=O)c1cccc(NC(=S)N/N=C/c2cc(Br)ccc2O)c1 | i | i | i | i | i | i | i | i | 107* | i | i
Cc1ccc(-c2cc(C(F)(F)F)n3nc(C(=O)Nc4ccon4)cc3n2)cc1C | i | i | i | i | i | i | i | i | -13 | i | i
O=C(CCc1ccccc1)Nc1nc2c(F)cc(F)cc2s1 | i | i | i | i | i | i | i | i | 6 | i | i
COCc1ccc(C(=O)N(C)CC2CCCN(CCc3ccc(Cl)cc3)C2)o1 (centres undefined) | i | i | i | i | i | i | i | i | 0 | i | i
CC/S(=N\S(=O)(=O)c1ccc(C)cc1)c1ccccc1 (centres undefined) | i | i | i | i | i | i | i | i | -3 | i | i
Cc1ccc(-n2c(C)cc(C(=O)CN3CCOCC3)c2C)cc1 | i | i | i | i | i | i | i | i | 3 | i | i
CC(=O)Nc1cc(-c2ccc(Cl)cc2)nn1-c1ccccc1 | i | i | i | i | i | i | i | i | 5 | i | i
COc1ccccc1N1CCN(C(=O)Nc2ccc([N+](=O)[O-])cc2)CC1 | i | i | i | i | i | i | i | i | 6 | i | i
O=C(Nc1cccnc1)c1ccccc1-c1ccccc1 | i | i | i | i | i | i | i | i | -9 | i | i
CCOc1cc(C(=O)N2CCCN(C)CC2)cc(OCC)c1OCC | i | i | i | i | i | i | i | i | 3 | i | i
COc1cccc(-c2noc(CCCC(=O)NC3CCCC3)n2)c1 | i | i | i | i | i | i | i | i | -9 | i | i
Cn1c(CCN2CCOCC2)nc2cc(NC(=O)COc3ccc(Cl)cc3)ccc21 | i | i | i | i | i | i | i | i | -8 | i | i
Cc1ccc(OCC(=O)O/N=C(\N)Cc2cccs2)cc1C | i | i | i | i | i | i | i | i | 12 | i | i
CCc1ccc2c(CN(C)Cc3ccccc3OC)cc(=O)oc2c1 | i | i | i | i | i | i | i | i | 8 | i | i
Cc1cccc2c1-c1sc(C(=O)Nc3cccnc3)cc1CO2 | i | i | i | i | i | i | i | i | 4 | i | i
N#Cc1cc2c(nc1SCc1nc3ccccc3[nH]1)CCC2 | nt | i | i | i | i | i | i | i | 6 | i | i
N#C/C(=C(/O)CN1CCOCC1)c1nc(-c2ccccc2)cs1 | i | i | i | i | i | i | i | i | -2 | i | i
O=C(NNC(=O)c1cccc([N+](=O)[O-])c1)c1ccncc1 | i | i | i | i | i | i | i | i | 5 | i | i
O=C(Nc1ccccc1)/C(=C/c1ccccc1)NC(=O)c1ccco1 | i | i | i | i | i | i | i | nt | 1 | i | i
CC(CCc1ccccc1)NC(=O)C1CCN(C(=O)c2sccc2-n2cccc2)CC1 (centres undefined) | i | i | i | i | i | i | i | i | -6 | i | i
Nc1cc(N)nc(SCC(=O)N2CCCCC2)n1 | i | i | i | i | i | i | i | i | 4 | i | i
CCOC(=O)C1CCCN(C(=O)CCCOc2cc(=O)n(C)c3ccccc23)C1 (centres undefined) | i | i | i | i | i | i | i | i | -1 | i | i
COc1ccc(C(=O)N2CCCCC2)cc1S(=O)(=O)Nc1cccc(C(=O)O)c1 | i | i | i | i | i | i | i | i | -3 | i | i
COc1ccccc1OCC(=O)Nc1nc2c(s1)CCCC2 | i | i | i | i | i | i | i | i | -6 | i | i
N#C/C(=C\c1cn(CCOc2ccccc2)c2ccccc12)C(=O)NCc1ccco1 | i | i | i | i | i | i | i | i | 0 | i | i
CC(Sc1nc2ccccc2s1)C(=O)NCc1ccc2c(c1)OCO2 (centres undefined) | i | i | i | i | i | i | i | i | -1 | i | i
CC(C)c1ccc(N2CC(C)(C)C2=O)cc1 | i | i | i | i | i | i | i | i | 7 | i | i
CCn1cc(C(=O)Nc2ccc(C)c([N+](=O)[O-])c2)cn1 | i | i | i | i | i | i | i | i | 5 | i | i
O=C(Nc1cccc(S(=O)(=O)N2CCOCC2)c1)[C@@H]1CCCN1S(=O)(=O)c1ccc(Cl)cc1 | i | i | i | i | i | i | i | i | -2 | i | i
COc1ccc(OC)c(N2C(=O)CC(C(C)c3ccccc3)C2=O)c1 (centres undefined) | i | i | i | i | i | i | i | i | -6 | i | i
CCNc1nc(SCC(=O)Nc2ccc(Cl)c(Cl)c2)nc(N2CCOCC2)n1 | i | i | i | i | i | i | i | i | 4 | i | i
CC(C)=NNc1nc(-c2ccccc2)c(C)s1 | i | i | i | i | i | i | i | i | -10 | i | i
CCn1c(SCC(=O)NCc2ccco2)nnc1C1CCCC1 | i | i | i | i | i | i | i | i | 2 | i | i
CNc1nc2c3ccccc3n(C(C)=O)c2s1 | i | i | i | i | i | i | i | i | -2 | i | i
COc1ccc(OCc2cc(=O)[nH]c3ccccc23)cc1 | i | i | i | i | i | i | i | i | 2 | i | i
c1ccc(Cn2c(CN3CCCC3)nc3ccccc32)cc1 | i | i | i | i | i | i | i | -7* | 11 | i | i
CCOC(=O)c1sc(NC(=O)C2CC(=O)N(c3ccc(OCC)cc3)C2)nc1C (centres undefined) | i | i | i | i | i | i | i | i | 7 | i | i
O=C(CN1CCCC1)Nc1ccc(-c2nc3cc(NC(=O)CN4CCCC4)ccc3o2)cc1 | i | 12* | i | i | i | i | i | i | 1 | i | i
CC1CN(C(=O)C(c2ccccc2)c2ccccc2)CC(C)O1 (centres undefined) | i | i | i | i | i | i | i | i | -2 | i | i
O=C(c1oc2ccccc2c1CSCc1ccccc1)N1CCN(c2ncccn2)CC1 | i | i | i | i | i | i | i | i | 27 | i | i
Cc1noc(C)c1CSc1nc2ccccc2n1C | i | i | i | i | i | i | i | i | -2 | i | i
Cc1cccc(N2C(=O)CS/C2=N\NC(=O)c2ccc(Cl)cc2)c1C | i | i | i | i | i | i | i | i | -14 | i | i
O=C(NC1CCCCC1)N1CCCC(c2nc(-c3ccc(S(=O)(=O)N4CCCC4)cc3)no2)C1 (centres undefined) | i | i | i | i | i | i | i | i | 4 | i | i
CC(C)(C)NCC(=O)N/N=C/c1ccc(OCc2ccccc2)cc1 | i | i | i | i | i | i | i | i | 1 | i | i
COc1ccc(NC(=O)c2cc(-c3cc(Cl)ccc3O)n[nH]2)c(OC)c1 | i | i | i | i | i | i | i | i | 0 | i | i
Cc1ccc(/C=N/NC(=O)CNC(=O)COc2ccccc2)o1 | i | i | i | i | i | i | i | i | 4 | i | i
CC(/C=C/c1ccccc1)=N\NC(=S)NC(C)C | i | i | i | i | i | i | i | i | -5 | i | i
Cc1cc(C)cc(NCC(=O)Nc2c(C)cccc2C)c1 | i | i | i | i | i | i | i | i | 2 | i | i
CCN(CC)S(=O)(=O)c1cccc(-c2n[nH]c(=S)n2/N=C/c2ccc(Br)cc2)c1 | i | i | i | i | i | i | i | i | 38 | i | i
COc1ccc(OC)c(CCNC(=O)CS(=O)(=O)Cc2nc(-c3ccccc3C)oc2C)c1 | i | i | i | i | i | i | i | i | -3 | i | i
CCc1nc(C)cc(N)c1OCc1ccccc1 | i | i | i | i | i | i | i | i | 3 | i | i
COc1cc(NS(=O)(=O)c2ccc(N)cc2)nc(OC)n1 | i | i | i | i | i | i | i | i | 5 | i | i
O=C(/C=C/c1ccc([N+](=O)[O-])cc1)NNC(=O)C1CC1 | i | i | i | i | i | i | i | i | -2 | i | i
Cc1[nH]n(-c2ccccc2)c(=O)c1C=Nc1cccc(F)c1 | i | i | i | i | i | i | i | i | -4 | i | i
CCOc1ccc(S(=O)(=O)N(C)CC(=O)NC2CC2)cc1 | i | i | i | i | i | i | i | i | -1 | i | i
S=C(NCc1ccco1)NCc1ccccc1Cl | i | i | i | i | i | i | i | i | 3 | i | i
CN(C)c1ccc(-c2noc(C3CCN(C(=O)Nc4ccc(Cl)cc4)CC3)n2)cc1 | -4.6* | i | i | i | i | i | i | i | 38 | i | i
COc1ccc(NC2CCCN(C(=O)c3csc(C(C)C)n3)C2)cc1OC (centres undefined) | i | i | i | i | i | i | i | i | -4 | i | i

Just MrgX1 ag, SKKanGAS inh and TRPC4 block (2 entries from above):
mol	MrgX1 ag	SKKanGAS inh	TRPC4 block
CN(C)c1ccc(-c2noc(C3CCN(C(=O)Nc4ccc(Cl)cc4)CC3)n2)cc1	i	38	i
COc1ccc(NC2CCCN(C(=O)c3csc(C(C)C)n3)C2)cc1OC (centres undefined)	i	-4	i

Later entries:
SMILES | TMEM16A act | TRPC6 activator | TMEM16A inh | MrgX1 antag | TRPC4 act | TRPC6 inh | MrgX1 ag | TRPC4 block | SKKanGAS inh | MrgX1 allo act | TRPC4 potent
CC(C)CC(NS(=O)(=O)c1ccc2c(c1)oc(=O)n2C)C(=O)N1CC=C(c2ccccc2)CC1 (centres undefined) | i | nt | i | i | nt | nt | i | nt | nt | i | nt
CCOc1ccc(NC(=O)CN(C)C(=O)c2cc(-c3cccs3)nn2-c2ccccc2)cc1OCC | i | i | i | i | i | i | i | i | -3 | i | i
COc1cccc(CN(CC2CCCO2)C(=O)c2cc3ccccc3oc2=O)c1 (centres undefined) | i | i | i | i | i | i | i | i | 2 | i | i
CN(Cc1cccnc1)Cc1c(C(=O)N2CCc3ccccc3C2)nc2ccc(Cl)cn12 | i | i | i | i | i | i | i | i | -11 | i | i
C=C(C)Cn1c(NCCOC)nc2c1c(=O)[nH]c(=O)n2C | i | i | i | i | i | i | i | i | 7 | i | i
CC1CCN(Cc2nnnn2CCCC(=O)NC(c2ccccn2)C(F)(F)F)CC1 (centres undefined) | i | i | i | i | i | i | i | i | 2 | i | i
O=C(CCc1ccccc1)Nc1ncc([N+](=O)[O-])s1 | i | i | i | i | i | i | i | i | -8 | i | i
COc1cc2c(cc1OC)CN(C(=O)CSc1n[nH]c(N)n1)CC2 | i | i | i | i | i | i | i | i | -4 | i | i
